a7 integrin act – integrin-mediated muscular dystrophy alleviation activation | alpha7betagal myoblasts, beta-gal FDG fluorescence, 48 h | Potency, µM (top dose mostly 38.3 µM), inactives show at the top dose activation, most hits filed as activators | 0.064% of 350,000 active;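 also: potency is read from the fitted curve at half-maximal effect; 100% = response of the positive control SU9516; nearly all actives have a fitted effect of over 60% in size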
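alpha7betagal+/- myoblasts (passage 13, 250/well) treated 48 h at 37C with compounds at 1:260 dilution of DMSO stock. Lysed, then beta-galactosidase activity read as FDG fluorescence (ex 480/em 540) after 30 min, with pre-read for autofluorescence.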
USP2a block – USP2a (human) protease inhibition. USP2 core, Ub-CHOP2 coupled fluorogenic reporter, 485/531. O75604. AID 463254. 0.01% of 330,000 active. Potency, µM (series often up to 38.3 µM), inactives show at the highest dose activity change, negative = inhibition, hits mostly inhibitors;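 also: potency is read from the fitted curve at half-maximal effect; plate controls were DMSO wells for no effect and full inhibition by NEM control for full effect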
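USP2 core (10nM final) preincubated 30min RT with compound in 20mM Tris-HCl pH 8.0, 2mM CaCl2, 2mM beta-mercaptoethanol, 0.05% CHAPS; 25nM Ub-CHOP2 plus 25nM reporter substrate added, fluorescence (Ex485/Em531) read after 60min.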
PTAP TSG101 blk – blocks PTAP/TSG101 interaction to inhibit HIV-1 budding | Fluorescence polarization, FITC-PTAP peptide / Tsg101 binding | Potency, µM (top dose mostly 115 µM), without a hit: at the highest dose activity change, negative = inhibition, actives largely listed as inhibitors | 340,000 tested, under 10 active | AID 493005; active = well fitted inhibition curve with a large enough effect in the main read-out, with a control signal flat, not every such curve was filed as active; inconclusive = small, poorly fitted or top-dose-only effect, or effect the other way, or a change in a side signal; inactive = no such curve, though single readings can be large or run the other way; also: potency is read from the fitted curve at half-maximal effect; % of control where 0% means no effect
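Steps: Tsg101 binding domain dispensed (10 uM final), compounds pinned in DMSO, FITC-labeled PTAP-motif peptide added (50 nM final); after 20 min binding at room temperature, polarization measured.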
ELG1 genotoxic – inducers of genotoxicity in HEK293T ELG1-luciferase cells | HEK293T ELG1-luciferase reporter, luminescence, 16 h | Potency, µM (series often up to 46 µM), for the others: at the top dose activity change, positive = activation, most hits filed as activators | 1.3% of 330,000 active; also: potency is read from the fitted curve at half-maximal effect; % of control where 0% means no effect; nearly all actives have a fitted effect of over 60% in size
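Luminescence read-out: rising ELG1-luciferase signal, reflecting elevated ELG1 protein under genetic stress, flags genotoxic compounds. Cells were treated for 16 hr at 37 °C before ONE-Glo detection.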
p53 reactivation – re-activators of mutant p53; AID 504706; Potency, µM (doses to about 92.2 µM), for inactives: at the top dose activity change, positive = activation, actives largely listed as activators; 0.063% of 320,000 active; H1299 p53-A138V BP100-luciferase reporter, luminescence, 24 h; also: potency is read from the fitted curve at half-maximal effect; % of control where 0% means no effect; nearly all actives have a fitted effect of over 45% in size
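p53-null H1299 cells stably carrying temperature-sensitive p53-A138V and a BP100-luciferase reporter were pinned with compounds (4-point, 1:5 series) and held 24 hrs at 37 deg C. Luminescence was read 10 min after detection reagent.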
TRPV1 agonist – activates the human vanilloid receptor TRPV1; Q8NER1; TRPV1-expressing cells, Fluo-8 calcium influx, agonist mode; activation, % at 8.33 µM; 0.19% of 320,000 active; in the data active = activation above about 80%; inconclusive = between about 30% and that limit; also: 0% is about no effect
Target sequence (Q8NER1 whole entry, looked up): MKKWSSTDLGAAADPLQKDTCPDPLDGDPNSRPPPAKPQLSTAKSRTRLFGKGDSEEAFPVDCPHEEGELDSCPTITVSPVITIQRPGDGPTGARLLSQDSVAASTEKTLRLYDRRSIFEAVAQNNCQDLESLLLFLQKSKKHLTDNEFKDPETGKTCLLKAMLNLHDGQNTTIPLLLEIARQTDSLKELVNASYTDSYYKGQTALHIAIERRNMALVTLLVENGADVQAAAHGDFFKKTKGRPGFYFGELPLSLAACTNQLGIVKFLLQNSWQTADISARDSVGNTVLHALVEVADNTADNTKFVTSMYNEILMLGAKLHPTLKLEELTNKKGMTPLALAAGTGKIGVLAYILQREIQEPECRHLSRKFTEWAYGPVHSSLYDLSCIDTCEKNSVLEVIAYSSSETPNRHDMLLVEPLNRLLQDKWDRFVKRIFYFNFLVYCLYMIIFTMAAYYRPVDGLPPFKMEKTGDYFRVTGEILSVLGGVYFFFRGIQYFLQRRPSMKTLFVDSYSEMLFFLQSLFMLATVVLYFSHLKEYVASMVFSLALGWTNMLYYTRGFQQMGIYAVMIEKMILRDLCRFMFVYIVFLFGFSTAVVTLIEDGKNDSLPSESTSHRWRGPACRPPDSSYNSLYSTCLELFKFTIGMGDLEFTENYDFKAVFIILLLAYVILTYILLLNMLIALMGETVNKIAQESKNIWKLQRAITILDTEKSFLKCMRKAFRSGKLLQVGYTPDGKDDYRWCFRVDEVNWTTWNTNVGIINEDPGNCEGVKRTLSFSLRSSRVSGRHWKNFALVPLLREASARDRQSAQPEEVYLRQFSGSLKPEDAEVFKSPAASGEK
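TRPV1-expressing cells were cultured overnight at 35.5C and loaded with Fluo-8 calcium dye for 40 to 90 min at room temperature. After a 10 s baseline, compound was added and calcium influx was read kinetically for 3 min (ex 480/em 520 nm).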
BRCA1 expr act – BRCA1 expression activation | MCF7-BRCA1-FFLuc reporter, luminescence, 48 h; response scale: scaled: vehicle 0%, 10 µM genistein 100% | Potency, µM (top dose mostly 46.1 µM), for the others: at the top dose activation, usual class: activators | 1.1% of 380,000 active | AID 624202; also: potency is read from the fitted curve at half-maximal effect; nearly all actives have a fitted effect of over 80% in size; some results filed as inactive show a strong effect at the top dose
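48 h compound treatment of MCF7-BRCA1-FFLuc cells (phenol-red free MEM, 37 °C), then 15 min with luciferase substrate and luminescence imaging.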
uPA surface inh – cell surface uPA generation inhibition; cell surface uPA generation assay, qHTS; Potency, µM (highest dose often 38.3 µM), inactives show top-dose activity change, negative = inhibition, hits mostly inhibitors; 0.31% of 330,000 active; active = well fitted inhibition curve with a large enough effect; inconclusive = small, poorly fitted or top-dose-only effect; inactive = no such curve, though single readings can be large or run the other way; tested in mouse RAW 264.7 cells; also: potency is read from the fitted curve at half-maximal effect; % is scaled to controls: 0 for no effect and ±100 for the full control effect; nearly all actives have a fitted effect of over 55% in size
B2AR arrestin – recruits beta-arrestin to the human beta2-adrenergic receptor. beta-arrestin recruitment to beta2AR, cell-based reporter. Potency, µM (series often up to 46.1 µM), inactives show top-dose activation, usual class: activators. 0.02% of 330,000 active;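 also: potency is read from the fitted curve at half-maximal effect; 0% = DMSO controls and full agonism = EC100 isoproterenol or metaproterenol; nearly all actives have a fitted effect of over 65% in size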
ASM inhibitor – human S-ASM enzyme inhibition; placental ASM, HMU-PC fluorogenic substrate, 60 min; P17405; AID 504937; Potency, µM (series often up to 57.5 µM), for the others: at the highest dose activity change, negative = inhibition, hits mostly inhibitors; 0.006% of 340,000 active; also: potency is read from the fitted curve at half-maximal effect
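qHTS format. ASM enzyme prepared from human placenta hydrolyses the fluorogenic substrate HMU-PC0 (9 uM final) over 60 min at 37 °C after a 10 min compound preincubation.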
Eya2 inh – inhibitors of human Eya2 phosphatase activity | O00167 | recombinant Eya2, OMFP fluorescence dephosphorylation (OMFP is methylfluorescein phosphate) | Potency, µM (doses to about 76.9 µM), inactives show top-dose activity, negative = inhibition, most hits filed as inhibitors | 0.006% of 330,000 active | AID 488837; also: potency is read from the fitted curve at half-maximal effect; % is scaled to controls: 0 for no effect and ±100 for the full control effect
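Eya2 protein (added as 0.2 uM solution) was preincubated with compound for 10 min at ambient temperature in 50 mM HEPES pH 7.5, 50 mM NaCl, 5 uM MgCl2, 0.05% BSA, 1 mM DTT. OMFP (added at 50 uM) then reacted 10 min; fluorescence read at 485/525 nm.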
The depositor's hits bear a star; ? = inconclusive; . = no result given; [ ] = remark or other dose. Unless noted, calls follow the shape of the dose curve; as a rule, active = well fitted curve in the direction sought with a large enough effect; inconclusive = small, poorly fitted or top-dose-only effect, or another doubt; inactive = no such curve, though single readings can be large; an effect the other way counts as inactive or inconclusive.

Molecule | a7 integrin act | USP2a block | PTAP TSG101 blk | ELG1 genotoxic | p53 reactivation | TRPV1 agonist | BRCA1 expr act | uPA surface inh | B2AR arrestin | ASM inhibitor | Eya2 inh
CCOc1ccc(NS(=O)(=O)c2ccc(C(=O)NCc3cccnc3)cc2)cc1 | -29% | 3% | -11% | -3% | -4% | 0 | -31% | -3% | 0.3% | 0% | 8%
CC1CCCN(CCCNC(=O)c2ccc(CS(=O)(=O)c3c(Cl)cccc3Cl)o2)C1 (stereo not drawn) | -45%[inhibitor] | -1% | -6% | 4% | ? | 1 | 5% | 1% | 0.5% | 4% | 1%
CCc1nnc(N/N=C/c2ccccc2Cl)n1N | -2% | -16% | 0% | 3% | -9% | 0 | 31% | -26% | -0.6% | 0% | -3%
CCC1CCCCN1C(=O)N[C@@H](CCSC)C(=O)OC (stereo partly drawn) | -16% | 1% | -2% | -1% | -14% | 0 | 4% | -3% | -0.4% | 2% | -15%
CCN(C[C@H]1N[C@@](Cc2ccccc2)(C(=O)OC)[C@H]2C(=O)N(Cc3ccccc3)C(=O)[C@@H]12)S(=O)(=O)c1ccc(OC)cc1 | -15% | -9% | 0% | -1% | -1% | . | -26% | 2% | -1.3% | -1% | 10%
C=CCOc1ccc(C2c3c(oc4ccccc4c3=O)C(=O)N2CCCN2CCOCC2)cc1 (stereo not drawn) | -14% | 0% | -1% | 7% | 0% | 3 | -1% | . | 0.2% | 4% | -7%
COc1ccc(C(=O)Nc2cnc3ccccn3c2=O)cc1 | 8% | 2% | -10% | ? | 2% | 3 | 4.5µM* | -5% | -1.4% | 89%[activator] | 8%
CCOC(=O)c1cc(=O)n2nc(-c3ccc(C)cc3)nc2s1 | 12% | 0% | -7% | 0% | -1% | 1 | -3% | 1% | -0.7% | 2% | 10%[15.4 µM]
CCOc1ccc(C(=O)Oc2cc(C)[nH]c(=O)c2[N+](=O)[O-])cc1OCC | ? | -2% | 6% | -1% | -2% | -4 | -23% | -8% | -0.9% | -2% | -15%
C[C@H](NC(=O)CCn1nnc2ccccc2c1=O)C(=O)O | 23% | -1% | -5% | -26% | -3% | 5 | 29% | -5% | 2.4% | 2% | -2%
Cn1c(=O)cc(OCCCC(=O)N2CCN(Cc3ccc4c(c3)OCO4)CC2)c2ccccc21 | 16% | 1% | -3% | 4% | -14% | 4 | 5%[1.84 µM] | -3% | -0.4% | 0% | -21%
O=C(Nc1ccc2nc(-c3cccnc3)[nH]c2c1)c1ccccc1F | 18% | 2% | 1% | 8% | -9% | 15 | 23% | -6% | -0.1% | 0% | 7%
OCC1(Cc2ccccc2)CCCN(Cc2ccc3c(c2)OCCO3)C1 (stereo not drawn) | -49%[inhibitor] | 3% | 0% | -2% | 1% | 4 | 0% | 5% | -0.6% | 1% | 4%
COc1ccccc1C(CNc1ncnc2sc(C)c(C)c12)N(C)C (stereo not drawn) | -45% | 0% | -7% | -2% | -2% | 0 | -31% | -3% | -0.1% | 3% | -1%
CC(C)CCNC(=O)CN(Cc1ccc2c(c1)OCO2)C(=O)Cn1nnc(-c2cccs2)n1 | 25% | -7% | -10% | 0% | -4% | 28 | -4% | -3% | -0.6% | -5% | 2%
O=C(C(Cl)c1ccccc1)N1CCOCC1 (stereo not drawn) | -18% | 2% | -8% | -6% | 1% | -2 | -10% | -4% | 0.0% | -1% | -1%

Part of the list above in order of molar mass, low to high:
Molecule | a7 integrin act | USP2a block | PTAP TSG101 blk | ELG1 genotoxic | p53 reactivation | TRPV1 agonist | BRCA1 expr act | uPA surface inh | B2AR arrestin | ASM inhibitor | Eya2 inh
O=C(C(Cl)c1ccccc1)N1CCOCC1 (stereo not drawn) | -18% | 2% | -8% | -6% | 1% | -2 | -10% | -4% | 0.0% | -1% | -1%
CCc1nnc(N/N=C/c2ccccc2Cl)n1N | -2% | -16% | 0% | 3% | -9% | 0 | 31% | -26% | -0.6% | 0% | -3%
COc1ccc(C(=O)Nc2cnc3ccccn3c2=O)cc1 | 8% | 2% | -10% | ? | 2% | 3 | 4.5µM* | -5% | -1.4% | 89%[activator] | 8%
CCC1CCCCN1C(=O)N[C@@H](CCSC)C(=O)OC (stereo partly drawn) | -16% | 1% | -2% | -1% | -14% | 0 | 4% | -3% | -0.4% | 2% | -15%
OCC1(Cc2ccccc2)CCCN(Cc2ccc3c(c2)OCCO3)C1 (stereo not drawn) | -49%[inhibitor] | 3% | 0% | -2% | 1% | 4 | 0% | 5% | -0.6% | 1% | 4%
COc1ccccc1C(CNc1ncnc2sc(C)c(C)c12)N(C)C (stereo not drawn) | -45% | 0% | -7% | -2% | -2% | 0 | -31% | -3% | -0.1% | 3% | -1%
CCOc1ccc(NS(=O)(=O)c2ccc(C(=O)NCc3cccnc3)cc2)cc1 | -29% | 3% | -11% | -3% | -4% | 0 | -31% | -3% | 0.3% | 0% | 8%
C=CCOc1ccc(C2c3c(oc4ccccc4c3=O)C(=O)N2CCCN2CCOCC2)cc1 (stereo not drawn) | -14% | 0% | -1% | 7% | 0% | 3 | -1% | . | 0.2% | 4% | -7%
CC1CCCN(CCCNC(=O)c2ccc(CS(=O)(=O)c3c(Cl)cccc3Cl)o2)C1 (stereo not drawn) | -45%[inhibitor] | -1% | -6% | 4% | ? | 1 | 5% | 1% | 0.5% | 4% | 1%

(cont.)
Molecule | a7 integrin act | USP2a block | PTAP TSG101 blk | ELG1 genotoxic | p53 reactivation | TRPV1 agonist | BRCA1 expr act | uPA surface inh | B2AR arrestin | ASM inhibitor | Eya2 inh
Cc1c(C(=O)Nc2nc3ccccc3[nH]2)oc2c(Cl)cccc12 | -6% | 0% | -2% | ? | ? | 2 | 5% | -11% | -2.2% | -2% | -3%
O=C(NCc1ccccc1)c1onc(CS(=O)(=O)c2ccccn2)c1C(=O)NCc1ccccc1 | -18% | 0% | -1% | -1% | -7% | -2 | -7% | ? | 0.3% | -7% | 12%
CCOC(=O)N1CCN(c2cc(C)c(C(C)=O)cc2F)CC1 | -34% | 2% | -10% | 1% | 5% | ? | 1% | 2% | -0.1% | -1% | -2%[15.4 µM]
O=C1C=CC(=O)N1c1cccc2cccnc12 | 5% | . | -2% | . | . | . | -21% | -7% | . | -1% | .
Cc1ccc(C(F)(F)F)cc1NC(N)=S | -5% | 1% | 0% | -5% | -3% | -4 | 0% | -6% | 0.1% | 6% | 14%
COC(=O)c1ccc(NC(=O)C2CC2)o1 | 21% | -4% | -9% | -1% | 2% | 2 | 9% | 2% | -0.1% | -2% | -2%
CC1=C(C(=O)OCc2ccccc2)C(c2ccsc2)C(C#N)=C(N)O1 (stereo not drawn) | 6% | 0% | 6% | 0% | -1% | 10 | 1% | -3% | -0.6% | 1% | -8%
COc1cccc(CNC(=O)c2ccc(CS(=O)c3ccccc3)o2)c1 (stereo not drawn) | -3% | 1% | -2% | 0%[9.26 µM] | -2% | 3 | 2% | -1% | 0.0% | 0% | 5%
CCOc1ccccc1N1CCN(C(=S)NCc2ccccc2)CC1 | ? | -3% | 1% | -4% | 6% | ? | -15% | 7% | 0.3% | -2% | -16%
O=C(CCCc1ccccc1)Nc1nnc(C(F)(F)F)s1 | -5% | 1% | 0% | -3% | 3% | 18 | 0% | 4% | 0.1% | -3% | -20%
C=CCc1ccc(OC(=O)c2ccccc2)c(OC)c1 | 10% | 0% | -5% | 2% | 1% | 7 | 1% | -1% | -0.2% | -2% | -8%
CCOC(=O)C1=C(COC(=O)c2ccc(C)c(S(=O)(=O)N3CCOCC3)c2)NC(=O)NC1C (stereo not drawn) | -16% | 0% | -5% | -1% | -4% | 2 | -9% | -1% | 0.1% | 2% | 10%
COc1cccc(NC(=O)NC2CCCCCCC2)c1 | -2% | -2% | -1% | ? | 28% | ? | 10µM* | -3% | 0.5% | 0% | 0%
COc1ccc(-c2cc(=O)c3cc(O)ccc3o2)cc1 | 0% | -1% | 1% | 5.8µM* | 2% | 0 | ? | ? | -0.4% | -2% | 4%
COc1cccc(N2CCN(S(=O)(=O)c3c(C)[nH]c(C)c3C(=O)N3CCCC3)CC2)c1 | 0% | 2% | 1% | 4% | -8% | -2 | -8% | -3% | 0.3% | -1% | -7%
Cn1cc(Cl)c(C(=O)N(Cc2ccccc2)c2ccccn2)n1 | -20% | -1% | -8% | 0% | -1% | 0 | 33% | 2% | 0.0% | 3% | -31%
COc1cc(C(=O)COC(=O)CNC(=O)C2CCCCC2)cc(OC)c1OC | 0% | 4% | 0% | 0% | -1% | -1 | 1% | 3% | 3.0% | 1% | 3%
CCOc1ccc(NC(=O)/C(C#N)=C\c2ccc(N3CCCC3)c(C)c2)cc1 | -8% | . | ? | . | . | . | -38% | -6% | . | 0% | .
O=C(NC(Cc1ccccc1)C(=O)N1CCc2ccccc2C1)c1ccccc1 (stereo not drawn) | 3% | 3% | -2% | -7% | 7% | ? | -31% | 4% | 0.4% | -3% | -8%

From PubChem
